# Screening data: PubChem, National Center for Advancing Translational Sciences (NCATS)
# Tau fibril ThT = qHTS for Inhibitors of Tau Fibril Formation, Thioflavin T Binding | Microtubule-associated protein tau (Homo sapiens), P10636 | recombinant tau K18 P301L, heparin-induced fibrillization, ThT fluorescence | Potency, µM (top dose mostly 57.4 µM), for the others: top-dose activity, negative = inhibition, actives largely listed as inhibitors | hit rate 2.1% among 270,000; also: % is scaled to controls: 0 for no effect and ±100 for the full control effect; nearly all actives have a fitted effect of over 55% in size
# Target sequence (P10636 561-689 P618L limits assumed): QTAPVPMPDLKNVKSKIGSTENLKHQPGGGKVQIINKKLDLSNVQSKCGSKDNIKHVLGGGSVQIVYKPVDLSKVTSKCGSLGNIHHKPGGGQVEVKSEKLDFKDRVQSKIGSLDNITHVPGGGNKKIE
#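 Heparin-induced fibrillization of the P301L-mutant K18 repeat-domain fragment of human tau was followed by ThT binding in quantitative high-throughput format.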
# aGal spleen mod = qHTS Assay for Inhibitors and Activators of Human alpha-Galactosidase From Spleen Homogenate; Alpha-galactosidase A (Homo sapiens), P06280; human spleen homogenate, 4MU-alpha-Gal fluorescence, 40 min; Potency, µM (series often up to 80 µM), without a hit: at the top dose activity change, negative = inhibition, usual class: inhibitors; hit rate 0.008% among 240,000; AID 2107, 2009;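 also: 0% = enzyme with vehicle and -100% = no enzyme basal signal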
# Target sequence (P06280 32-429 limits assumed): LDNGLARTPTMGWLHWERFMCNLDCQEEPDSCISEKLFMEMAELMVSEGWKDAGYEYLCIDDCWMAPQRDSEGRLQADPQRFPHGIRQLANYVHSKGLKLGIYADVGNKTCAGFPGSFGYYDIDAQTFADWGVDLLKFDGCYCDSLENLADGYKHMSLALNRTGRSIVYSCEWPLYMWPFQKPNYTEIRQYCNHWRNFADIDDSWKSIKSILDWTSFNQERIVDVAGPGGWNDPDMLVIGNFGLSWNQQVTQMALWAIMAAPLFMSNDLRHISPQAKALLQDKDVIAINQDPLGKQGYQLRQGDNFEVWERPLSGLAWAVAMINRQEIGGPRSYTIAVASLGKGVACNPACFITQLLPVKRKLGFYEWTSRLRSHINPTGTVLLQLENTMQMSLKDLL
#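 Inhibition or activation of alpha-galactosidase in human spleen homogenate is scored by 4-MU fluorescence after 40 min at 37C, pH 5.0, with 1 mM substrate. AC50s come from concentration-response fitted to the Hill equation.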
# Tau fluor counter = Counterscreen qHTS for Inhibitors of Tau Fibril Formation, Fluorescence Polarization; tau K18 P301L (four-repeat tau fragment) Alexa594 fluorescence, heparin fibrillization; Potency, µM (doses to about 57.7 µM), for inactives: at the highest dose activity change, negative = decrease; hit rate 0.93% among 280,000; AID 1463, 2008; also: % is scaled to controls: 0 for no effect and ±100 for the full control effect; nearly all actives have a fitted effect of over 55% in size
#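 Human K18 P301L tau (15 uM unlabeled plus 0.24 uM Alexa 594-labeled, final) in 100 mM sodium acetate pH 7 was mixed with compound and 20 uM heparin and incubated 6 hr at 37 C.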
# Tau FP inhib = qHTS for Inhibitors of Tau Fibril Formation, Fluorescence Polarization | Microtubule-associated protein tau (Homo sapiens), P10636 | K18 P301L tau heparin fibrillization, Alexa594 FP, 6 h | Potency, µM (doses to about 57.7 µM), inactives show at the highest dose activity, negative = inhibition, hits mostly inhibitors | hit rate 0.39% among 280,000 | AID 1468, 2008; also: % is scaled to controls: 0 for no effect and ±100 for the full control effect; nearly all actives have a fitted effect of over 55% in size
#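 Read-out: fluorescence polarization of Alexa 594-labeled tau (0.24 uM), 555 nm excitation, 632 nm emission. Mixtures held 15 uM unlabeled K18 P301L, compound and 20 uM heparin, pH 7 acetate buffer, incubated 6 hr at 37 C.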
# GAA inh = qHTS Assay for Inhibitors of Human alpha-Glucosidase as a Potential Chaperone Treatment of Pompe Disease; Lysosomal alpha-glucosidase (Homo sapiens), P10253; purified human GAA, 4-MU-alpha-glucoside fluorescence; Potency, µM (highest dose often 76.9 µM), for inactives: top-dose activity change, negative = inhibition, hits mostly inhibitors; hit rate 0.005% among 200,000; AID 1466, 2008;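 also: plate controls were uninhibited enzyme wells for no effect and no-enzyme background for full effect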
#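 Compounds are titrated up to 77 uM against 4 nM human enzyme. Substrate 4-methylumbelliferyl-alpha-D-pyranoside (400 uM) reacts 20 min at room temperature in pH 5.0 buffer; liberated 4-methylumbelliferone is read at 440 nm.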
# HTT cytoprotect = qHTS Multiplex Assay to Identify Dual Action Probes in a Cell Model of Huntington: Cytoprotection (ATP) | PC12 HTT-Q103 induced, cytoprotection, ATP luminescence, 40 h | hit rate 0.14% among 230,000 | AID 1471, 2008 | Potency, µM (doses to about 56.4 µM), for inactives: cytoprotection (ATP increase), usual class: activators;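 also: % of control where 0% means no effect; nearly all actives have a fitted effect of over 45% in size; toxic huntingtin expression switched on by the ecdysone agonist tebufenozide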
#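 PC12 cells with ecdysone-inducible HTT exon 1 Q103-GFP, induced with 100 nM tebufenozide and co-treated with library compounds in a dose series (1536-well, 1500 cells/well). Cytoprotection read as ATP content by ATPlite luminescence.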
# GAA glycogen mod = qHTS Assay for Inhibitors and Activators of Human alpha-Glucosidase Cleavage of Glycogen | Lysosomal alpha-glucosidase (Homo sapiens), P10253 | recombinant GAA, glycogen substrate, Amplex Red glucose oxidase fluorescence | Potency, µM (series often up to 76.4 µM), for the others: top-dose activity change, negative = inhibition, usual class: inhibitors | hit rate 0.38% among 300,000 | AID 2100, 2009;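 also: 0% = full enzyme reaction and -100% = no-enzyme basal signal; the screen sought inhibitors and activators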
#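 Natural-substrate format: glycogen cleavage by 4 nM human enzyme, glucose read by Amplex Red coupling (Ex 573, Em 610 nm). Normalized to enzyme and no-enzyme controls.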
# GAA spleen mod = qHTS Assay for Inhibitors and Activators of Human alpha-Glucosidase From Spleen Homogenate | Potency, µM (highest dose often 79.9 µM), inactives show at the highest dose activity change, negative = inhibition, most hits filed as inhibitors | human spleen homogenate, 4-MU-alpha-glucoside fluorescence | hit rate 0.006% among 240,000 | Lysosomal alpha-glucosidase (Homo sapiens), P10253;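 also: 0% = enzyme with vehicle and -100% = no enzyme basal signal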
#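 Compounds were titrated against alpha-glucosidase in spleen homogenate at pH 5.0, with 1 mM 4-methylumbelliferyl substrate for 40 min at 37 C. Reactions were quenched with pH 10 NaOH/glycine and fluorescence measured.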
# * = called active by the depositor; u = inconclusive; x = not tested or not shown; & = joins results of further samples; [ ] = dose if it differs, or a comment. Calls follow the shape of the dose curve; as a rule, active = well fitted curve in the direction sought with a large enough effect; inconclusive = small, poorly fitted or top-dose-only effect, or another doubt; inactive = no such curve, though single readings can be large; an effect the other way counts as inactive or inconclusive. Potency is read from the fitted curve at half-maximal effect. The order is random; overall some 3.3% were active at least once.
# Fields: Tau fibril ThT | aGal spleen mod | Tau fluor counter | Tau FP inhib | GAA inh | HTT cytoprotect | GAA glycogen mod | GAA spleen mod
> COC(=O)CC[C@@H](C(=O)O)N1C(=O)c2ccccc2C1=O
  -9% | -3% | -4% | 4% | -2% | 11% | -1% | 0%
> CCCCCCCCOC(=O)c1c(CSC(=N)N)n(C)c2cc(Br)c(OC(C)=O)cc12
  u | 4% | u | -6% | x | -18%[10 µM] | -23% | 0%
> O=S(=O)(c1ccc(F)cc1)N(CCO)CC(O)Cn1c2ccccc2c2ccccc21 (stereo not drawn)
  8% | -2% | -26% | -1% | -6% | 13%[0.074 µM] | -2% | -7%
> COc1ccc(C(=O)CCN2CCN(c3ccccc3OC)CC2)cc1
  u | -1% | 2% | 8% | 1% | x | 2% | 0%
> COc1ccc(C2=NS(=O)(=O)N(C)C(C(=O)NC(C)c3ccccc3)=C2)cc1OC (stereo not drawn)
  7% | x | 7% | -3% | x | x | -1%&15%[76.3 µM] | x
> CC1CCN(CCC(=O)Nc2nccs2)CC1
  x | 7% | u | 17% | x | 25%[10 µM] | -12% | -9%
> CCCN(CCC)CCNC(=O)c1nn(C)c2c1CS(=O)(=O)c1ccccc1-2
  -5% | x | -3% | 3% | x | x | -10%[76.3 µM] | x
> CCc1sc(NS(C)(=O)=O)nc1-c1ccccc1
  -23% | 4% | -12% | 6% | -3% | 10% | -3% | 1%
> COCc1nc2sc3c(c2c(=O)[nH]1)CCCC3
  2% | 7% | 4% | 4% | 1% | x | 2% | -1%
> Cc1nnsc1C(=O)NCc1c(F)cccc1Cl
  -15% | -2% | -14% | -2% | -5% | 0%[10 µM] | 11% | 0%
> CCOc1ccc2c(c1)c(=O)c(C(=O)c1ccc(C)cc1)cn2Cc1ccccc1OC
  u | x | -28% | 6% | x | x | -9%[76.3 µM] | x
> CCOc1ccc(CCNC(=O)CCCc2nnc3n(C)c(=O)c4sccc4n23)cc1OCC
  -7% | x | -15% | -5% | x | x | 0%[76.3 µM] | x
> CCN(Cc1cnn(C)c1)Cc1nc(C(c2ccccc2)c2ccccc2)no1
  -10% | -11% | -11% | 8% | -14% | -5%[10 µM] | -6% | 3%
> Cc1cc(C)cc(NC(=O)c2ccccc2NC(=O)CCC(=O)O)c1
  -6% | 4% | -6% | 2% | 4% | x | 4% | -6%
> Cc1ccc2c(c1)C(=O)CC1(CCCCCC1)O2
  0% | 1% | 4% | -6% | x | -4%[10 µM] | 2% | -1%
> COc1ccc(S(=O)(=O)N2CCC(n3cnc4cc(C(F)(F)F)ccc43)CC2)cc1
  -8% | 0% | -12% | -6% | u | -18% | -22% | -12%
> COc1ccc(O)c(N)c1
  4.5µM* | 7% | 13µM*[quencher] | 11µM* | -11% | -20% | u | -6%
> CCOC(=O)Cc1csc(NC(=O)CSc2nc(-c3ccccc3)c(C#N)c(=O)[nH]2)n1
  -5% | -6% | -11% | -5% | 10% | x | 5% | 5%
> CCOCC(=O)Nc1ccc(C)c(Cl)c1
  -6% | -2% | -10% | -1% | -3% | 3% | -12% | -7%
> O=C(COc1ccccc1)Nc1ccccc1NS(=O)(=O)c1cccs1
  -1% | 1% | -12% | -6% | -11% | 7%[10 µM] | 0% | 2%
> CS(=O)(=O)NC1c2cccc3cccc(c23)C1Sc1nncn1/N=C/c1ccco1 (stereo not drawn)
  -5% | 10% | 0% | 2% | -5% | -7% | 3% | 4%
> CC(=O)Nc1ccc(NC(=O)Cn2nc(C(=O)Nc3ccc(C)cc3)ccc2=O)cc1
  6% | x | 5% | 1% | x | x | 0%[76.3 µM] | x
> CS(=O)(=O)N1CCC(C(=O)Nc2ccc3c(c2)OCO3)CC1
  -7% | 5% | -5% | -6% | -3% | -3% | -3% | 3%
> COCCN1C(=O)C(CC(=O)Nc2ccc(C(C)=O)cc2)SC1=Nc1ccccc1 (stereo not drawn)
  -8% | -7% | u | -11% | -3% | 7% | -13% | -9%
> CCOC(=O)c1c(CSCc2ccccc2)oc2ccc(O)c(CN(C)C)c12
  -13% | 4% | -4% | 5% | x | 2%[10 µM] | -2% | -3%
> O=C(NCCN1CCOCC1)C1CCC(=O)N1Cc1ccc(F)cc1 (stereo not drawn)
  -3% | 5% | -7% | 4% | -4% | -4% | 7% | -3%
> CC(=O)Nc1cccc(NC(=O)CSc2ccc(-c3ccccn3)nn2)c1
  -18% | 5% | -9% | -13% | -8% | -19% | 8% | -1%
> C=CCOC(=O)C1=C[C@H](c2cn(C(C)=O)c3ccccc23)C[C@H](OCc2ccc(CO)cc2)O1
  u | -11% | -17% | 8% | x | 21%[10 µM] | -8% | -10%
> COc1ccc(Cl)cc1C(=O)Nc1ccc(N(C)C(C)=O)cc1
  -7% | -5% | -15% | -9% | -5% | -28% | -7% | -10%
> CCN(CC)C(=O)CSc1nnc(CSc2ncccn2)n1C
  9% | -2% | 8% | 5% | x | -1%[10 µM] | -1% | -5%

# Some of the entries above, set out differently:
Molecule	Tau fibril ThT	aGal spleen mod	Tau fluor counter	Tau FP inhib	GAA inh	HTT cytoprotect	GAA glycogen mod	GAA spleen mod
C=CCOC(=O)C1=C[C@H](c2cn(C(C)=O)c3ccccc23)C[C@H](OCc2ccc(CO)cc2)O1	u	-11%	-17%	8%	x	21%[10 µM]	-8%	-10%
COc1ccc(Cl)cc1C(=O)Nc1ccc(N(C)C(C)=O)cc1	-7%	-5%	-15%	-9%	-5%	-28%	-7%	-10%

# New compounds follow:
# Fields: Tau fibril ThT | aGal spleen mod | Tau fluor counter | Tau FP inhib | GAA inh | HTT cytoprotect | GAA glycogen mod | GAA spleen mod
> O=C1OCC2=C1C(c1ccc(F)cc1)CC(=O)N2c1ccccc1 (stereo not drawn)
  0% | 1% | -4% | 2% | 0% | -13% | 5% | x
> O=C1/C(=C/c2ccc([N+](=O)[O-])cc2)C=C(c2ccccc2)N1c1ccc(O)cc1
  5.6µM* | -17% | 11µM*[quencher] | -5% | -11% | -110%[inhibitor] | -2% | -12%
> O=C(Nc1noc2ccccc12)c1cccc(Cl)c1Cl
  6% | x | 10% | -4% | x | x | 14%[76.3 µM] | x
> O=C(NCc1ccccn1)C1CCN(S(=O)(=O)N2CCC3(CC2)OCCO3)CC1
  -4% | -4% | -1% | -4% | -5% | x | 5% | 2%
> COC(=O)c1[nH]c2ccc(C)cc2c1NC(=O)CN1CCN(c2ccccc2)CC1
  u | 4% | u | 21% | 1% | -76%[inhibitor][0.074 µM] | -5% | 3%
> CS(=O)(=O)Nc1ccccc1C(=O)Nc1cc(Cl)cc(Cl)c1
  1% | -1% | -4% | -8% | 3% | -57%[inhibitor][10 µM] | 9% | -5%
> COCCN1CSC(=S)N(Cc2ccco2)C1
  u | -18% | -6% | -9% | 4% | -28% | -30% | 5%
> COc1ccc(CC2(CO)CCN(Cc3ccc4c(c3)CCO4)CC2)cc1
  1% | -6% | 1% | -2% | x | -17%[10 µM] | 7% | -3%
> COCCNC(=O)C(c1c[nH]c2ccccc12)N(C(=O)c1snc(C(N)=O)c1N)c1cccc(OC)c1 (stereo not drawn)
  -5% | -13% | -8% | -1% | u | -23% | 1% | -17%
> CS(=O)(=O)Nc1ccccc1C(=O)N1CCOCC1
  -4% | -3% | 0% | 6% | -1% | 0% | 0% | -8%

# Compound profiles (already shown). Values in the order: Tau fibril ThT	aGal spleen mod	Tau fluor counter	Tau FP inhib	GAA inh	HTT cytoprotect	GAA glycogen mod	GAA spleen mod
# `CCOc1ccc(CCNC(=O)CCCc2nnc3n(C)c(=O)c4sccc4n23)cc1OCC` in the list: -7%	x	-15%	-5%	x	x	0%[76.3 µM]	x
# `COCc1nc2sc3c(c2c(=O)[nH]1)CCCC3` in the list: 2%	7%	4%	4%	1%	x	2%	-1%
# `COc1ccc(O)c(N)c1` in the list: 4.5µM*	7%	13µM*[quencher]	11µM*	-11%	-20%	u	-6%
# `COCCN1C(=O)C(CC(=O)Nc2ccc(C(C)=O)cc2)SC1=Nc1ccccc1` (stereo not drawn) in the list: -8%	-7%	u	-11%	-3%	7%	-13%	-9%

# (continued)
# Fields: Tau fibril ThT | aGal spleen mod | Tau fluor counter | Tau FP inhib | GAA inh | HTT cytoprotect | GAA glycogen mod | GAA spleen mod
> Cc1nc(-c2ccccc2)cc(=O)[nH]1
  4% | -5% | 7% | -3% | -2% | 11% | 13% | 1%
> CCc1nn(CC(=O)N(CC)Cc2ccccc2)c(=O)c2cc3occc3n12
  6% | x | -3% | -10% | x | x | 9%[76.3 µM] | x
> Cc1ccccc1C(=O)Nc1ccc(Cl)cn1
  -1% | 2% | 1% | 8% | -3% | -21% | 5% | 5%
> CCOc1ccc(-c2cn3c(n2)sc2cc(C(=O)NCCc4ccc(OC)cc4OC)ccc23)cc1
  u | x | -9% | -5% | x | x | -6%[76.3 µM] | x
> CC(C)C(NS(=O)(=O)c1cccc2nsnc12)C(=O)Nc1nc2ccc(Cl)cc2s1 (stereo not drawn)
  -15% | 0% | -27% | -2% | -5% | -40%[inhibitor] | -9% | 3%
> CCN1CCN(C(=S)Nc2ccc3nc(N4CCN(C)CC4)cc(C)c3c2)CC1
  u | 6% | -13% | 8% | 11% | 19%[10 µM] | u | 3%
> CCOC(=O)Nc1ccc2c(c1)ncn2C1CCCCC1
  1% | -8% | 10% | 9% | -1% | -22% | 3% | -7%
> COC(=O)c1ccc(S(=O)(=O)NNC(=O)c2ccc(S(=O)(=O)N3CCCCC3)cc2)cc1
  -11% | 2% | -10% | -8% | -13% | 0%[10 µM] | 6% | 4%
